# From PubChem BioAssay
# DYRK1A inh = blocks rat Dyrk1A kinase activity; Q63470; ADP-Glo luminescence, NFATc1 peptide; actives 0.43% (n = 310,000); inhibition, % at 12.5 µM; in the data active = inhibition above about 50%;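 also: plate controls were vehicle with enzyme for no effect and no enzyme for full effect; many of its hits are not listed in these tables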
# GSK3beta inhib = blocks human GSK3beta kinase activity. P49841. GST-GSK3beta kinase, ADP-Glo luminescence, 60 min; stronger effect = lower value. activity score (negative = inhibition), % at 10 µM. actives 0.038% (n = 300,000);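 active = more than half of replicate wells score below -50%, meaning over 50% inhibition versus plate controls; inconclusive = some replicates but at most half score below -50%; inactive = no replicate scores below -50%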;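 also: 0% = median DMSO wells and -100% = median GW8510 positive control wells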
# Target sequence (P49841 whole entry, looked up): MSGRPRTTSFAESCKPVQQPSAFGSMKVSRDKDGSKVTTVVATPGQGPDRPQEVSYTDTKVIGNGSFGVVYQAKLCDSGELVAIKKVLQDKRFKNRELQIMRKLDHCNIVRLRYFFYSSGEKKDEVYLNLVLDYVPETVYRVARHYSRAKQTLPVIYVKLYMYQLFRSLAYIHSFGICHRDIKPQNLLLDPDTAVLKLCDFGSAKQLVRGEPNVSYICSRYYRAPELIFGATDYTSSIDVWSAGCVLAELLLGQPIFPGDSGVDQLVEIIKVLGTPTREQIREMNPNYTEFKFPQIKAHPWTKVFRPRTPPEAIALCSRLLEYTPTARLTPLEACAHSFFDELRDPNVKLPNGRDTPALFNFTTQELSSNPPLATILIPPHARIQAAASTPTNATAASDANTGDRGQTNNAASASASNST
#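 Test system: GST-fused GSK3beta enzyme, cell-free | Quantity: 1.6 ng GST-GSK3beta enzyme per well | Reagent: 25 µM ATP with peptide substrate | Schedule: 60 min enzyme reaction, room temperature | Signal: Luminescent ADP-Glo measurement of ADP formed | Read-out basis: Score relative to plate controls | Control set: DMSO and 20 µM GW8510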
# aSyn 5UTR inh = MLPCN primary screen, SNCA 5' untranslated region | alpha-synuclein 5'UTR reporter, inhibitor activity | inhibition, % (tested at 7.5 µM) | actives 0.82% (n = 300,000); in the data active = inhibition above about 60%; inconclusive = no clear call, values can overlap the other calls;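 also: H4 neuroglioblastoma cells stably carrying SNCA 5'UTR luciferase fusion; 0% = DMSO wells and 100% = positive control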
# HSP90 refold inh = inhibitors of HSP90 luciferase refolding in rabbit reticulocyte lysate; actives 0.91% (n = 290,000); AID 1789; inhibition, % at 5.6 µM; luciferase refolding luminescence, 3 h;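 active = inhibition above the screen-wide mean plus 3 SD, computed separately per campaign, cut at about 16% in these data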;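 also: 0% = DMSO wells and 100% = 60 µM geldanamycin wells; inhibitors lower the luminescence because luciferase stays unfolded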
# HSF1 inhib = HSF1 inhibition | NIH3T3-HGL HSE-luciferase, MG132-induced, luminescence 8 h; stronger effect = lower value | activity change, negative = inhibition, % at 7.5 µM (by protocol) | actives 0.77% (n = 300,000) | AID 2098;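 active = more than half of replicate wells show activity change below -50%, luminescence cut by over half; inconclusive = some wells, but at most half, below -50%; inactive = no replicate well below -50%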;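 also: luciferase reports HSF-1 transcriptional activity via heat shock element; 0% = median of DMSO wells and -100% = zero luminescence signal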
# Platelet DG rel = modulates dense granule release in human platelets; inhibition, %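 (compounds screened at 7.5 µM in platelet-rich plasma)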; actives 0.22% (n = 300,000); AID 1663; human platelet-rich plasma, SFLLRN dense granule ATP release, luminescence;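 active = mean replicate score, as percent of positive control, at or above 50; inconclusive = mean below 50 but at least one replicate at or above 50; inactive = mean and every replicate below 50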
# IEC-6 tox = IEC-6 cytotoxicity, counter-screen for KLF5 inhibitors; luminescence viability; inhibition, % at 5 µM; actives 0.78% (n = 290,000); AID 1825; in the data active = inhibition above about 22%;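 also: 0% = plate median of test compound wells and 100% = cytotoxic reference compound wells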
# GSK3 alpha inh = inhibitors of human GSK-3 alpha kinase. ADP-Glo luminescence, 60 min. inhibition, % at 10 µM. actives 0.1% (n = 320,000). AID 2650;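 in the data active = inhibition above about 50%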;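 also: GST-tagged GSK-3 alpha with peptide substrate and 25 µM ATP; 0% = DMSO neutral wells and 100% = GW8510 positive control wells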
# Target sequence (P49840 whole entry, looked up): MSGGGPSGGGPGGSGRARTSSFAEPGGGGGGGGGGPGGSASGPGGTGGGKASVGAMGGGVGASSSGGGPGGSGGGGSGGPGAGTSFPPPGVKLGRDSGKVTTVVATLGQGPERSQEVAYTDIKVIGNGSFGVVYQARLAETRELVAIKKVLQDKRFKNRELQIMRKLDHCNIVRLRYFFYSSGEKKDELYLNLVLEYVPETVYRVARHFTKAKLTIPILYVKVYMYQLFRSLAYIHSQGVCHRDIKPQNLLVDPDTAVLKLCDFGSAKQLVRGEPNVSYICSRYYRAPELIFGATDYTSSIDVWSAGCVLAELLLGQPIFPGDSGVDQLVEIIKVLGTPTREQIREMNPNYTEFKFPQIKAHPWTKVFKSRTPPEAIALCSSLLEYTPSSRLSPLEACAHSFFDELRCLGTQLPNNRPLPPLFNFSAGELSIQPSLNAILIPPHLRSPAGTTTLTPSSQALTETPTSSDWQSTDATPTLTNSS
# KLF5 inhibitor = kruppel-like factor 5 inhibition | DLD-1 KLF5 promoter-luciferase reporter, luminescence | inhibition, % at 5 µM | actives 0.23% (n = 290,000);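 active = inhibition above a per-plate limit of that plate's mean compound inhibition plus 3 SD, cut at about 60% in these data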;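 also: 0% = DMSO wells and 100% = LY294002 at 200 µM; higher means less KLF5 promoter-driven luciferase light; inactives centre near -14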
# HSF1 activator = increases HSF-1 driven luciferase reporter signal; NIH3T3-HGL HSF-1 luciferase reporter, MG132, 8 h; 100% = twice DMSO control signal; activation, % at 9 µM; AID 504408; actives 1.7% (n = 300,000);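 active = mean replicate activation of at least 50% with a set share of replicates each reaching 50%; inconclusive = only one of those two conditions met; inactive = mean below 50% and too few replicates reaching it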;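 also: 0% = median of the neutral control wells and 100% = twice that signal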
# * hit, by the source's call; ? = inconclusive; . = not tested or not shown. The list is partial; the hit share may differ from the screen's.
SMILES,DYRK1A inh,GSK3beta inhib,aSyn 5UTR inh,HSP90 refold inh,HSF1 inhib,Platelet DG rel,IEC-6 tox,GSK3 alpha inh,KLF5 inhibitor,HSF1 activator
CC(C)(C)c1cc(CCC(=O)N2CCC2)cc(C(C)(C)C)c1O,-1,3,-23,-5,3,0,-1,-4,-17,8
COc1cccc(CNC(=O)CCC2CCCN(C/C=C/c3ccccc3OC)C2)c1 (stereo not drawn),-4,-2,6,5,10,-6,5,-1,-5,17
CN(C)c1cccc(C(=O)OC(C(=O)Nc2ccc([N+](=O)[O-])cc2Br)c2ccccc2)c1 (stereo not drawn),-3,0,11,3,-6,-4,2,-2,-2,-1
O=C(Nc1ccccc1C(=O)N1CCCC1)c1cccc(S(=O)(=O)N2CCCCCC2)c1,2,-4,7,1,2,0,0,-3,-10,-7
COc1ccc(NS(=O)(=O)c2csc(C(=O)N3CCCC3)c2)cc1,.,-6,-26,-3,-3,2,4,8,-18,9
S=C(NCc1ccco1)N1CCOCC1,2,1,-6,1,0,3,8,-1,-19,-1
CCOCCCNC(=O)Cn1cnc2sc(C)c(S(=O)(=O)N3CCN(c4ncccn4)CC3)c2c1=O,1,3,12,0,.,11,0,12,-41,.
COc1ccc(-c2nn(-c3ccccc3)cc2C(=O)Nc2ccc(C(=O)O)cc2)cc1,2,1,1,-6,-1,0,-8,-2,-18,14
COc1ccccc1NC(=O)C1=C(C)Nc2nnnn2C1c1cc(Br)ccc1OC (stereo not drawn),.,3,13,0,8,-1,2,0,-5,14
CN1CCN(C2OC(=O)c3ccccc32)CC1 (stereo not drawn),-9,1,17,-3,-5,1,-2,2,-25,-8
Cc1ccc(SCC(=O)OCC(=O)NCc2cccs2)cc1C,-2,-1,2,.,-3,-21,.,3,.,9
O=C1CCC(=O)N1CCOP1(=O)COc2ccccc2OC1,0,-4,-10,-3,0,-1,-8,-2,-7,-4
O=Cc1ccc(OCCN2CCCC2=O)cc1,-1,-1,10,2,0,-1,4,-2,-19,-6
CN(C(=O)c1ccc2c(c1)SC1=NS(=O)(=O)CCN12)C(c1ccccc1)c1ccccc1,-1,2,31,1,-50,-3,1,1,13,-63
COc1cc(OC)cc(C(=O)Nc2nc3ccc(S(C)(=O)=O)cc3s2)c1,15,-1,-149,3,18,33,2,-1,-55,27
Cc1nc2nc(-c3ccco3)nn2c(C)c1Cl,-1,-3,-35,8,3,-1,-1,0,7,6
CC(=O)C1C(c2ccc(Cl)cc2)NC(=O)NC1(O)C(F)(F)F (stereo not drawn),57*,5,18,6,7,?,8,-1,-18,-11
Cc1noc(C)c1CSCC(=O)Nc1cc(C(F)(F)F)ccc1N1CCCCC1,8,-3,19,.,0,-7,.,-2,.,-13
COc1cc(CN2CCCC(CCC(=O)NCc3ccc(C)o3)C2)cc2c1OCO2 (stereo not drawn),-48,0,3,0,-4,11,-3,1,-30,-5
Cc1cc(C)n(-c2nc(NCCO)c3c4c(sc3n2)CCCC4)n1,0,1,-27,-3,-3,0,-1,1,-39,6
CN(C)C(=O)c1ccc(-c2cc(C(F)(F)F)nn2C)s1,.,1,-152,2,15,3,3,1,-95,29
O=C(COC(=O)c1cc(S(=O)(=O)N2CCOCC2)ccc1O)NCCc1ccccc1,-4,0,-9,10,-5,-2,-4,-24,19,7
CN(C)c1ccc(/C=C/C(=O)c2ccccc2O)cc1,-3,3,-197,6,24,8,-5,0,-104,58*
Cc1cc(NC(=O)c2ccccc2)n(C)n1,.,-3,-15,1,-4,-2,4,-1,-24,-11
Cc1cc(Cl)c(S(=O)(=O)NCc2ccncc2)cc1OCC(N)=O,4,1,4,-3,-4,.,-1,2,-15,0
COCC(C)NS(=O)(=O)c1ccc(NC(=O)c2ccccn2)cc1 (stereo not drawn),-3,1,-11,1,-18,-7,4,0,-28,-31
CC(C)CC(=O)Nc1ccc(Nc2ccccc2)cc1,0,0,-50,-3,-1,-3,-1,-1,-28,4
C=CCSc1nc2ccsc2c(=O)n1-c1ccccc1,0,-4,22,0,-11,-2,2,1,-1,-14
COC(=O)C(Cc1ccc(O)cc1)N1Cc2ccccc2C1=O (stereo not drawn),2,2,-144,-3,6,0,5,2,-115,13
Cc1c(NC(=O)C(C)Sc2n[nH]c(N)n2)c(=O)n(-c2ccccc2)n1C (stereo not drawn),8,-2,-8,8,-1,11,11,0,-12,14
COCCOC(=O)c1c(C)n(C)c2ccc(OC(=O)c3cccs3)cc12,0,-1,-43,1,.,-1,-6,-2,-8,.
COc1ccccc1CCN=C(N)NS(=O)(=O)c1ccc(C)cc1,23,-3,-8,9,-5,-10,1,.,2,7
O=C(c1cnn2c(-c3ccccc3)cc(-c3ccccc3)nc12)N1CCN(Cc2ccccc2)CC1,-12,0,19,.,-1,-3,.,-4,.,-3
Cc1ccc(NC(=O)COC(=O)CNC(=O)c2ccc(C)s2)cc1,.,-2,-6,-2,-10,1,1,-3,-36,-18
CC(=O)N1c2ccc(S(=O)(=O)N3CCOCC3)cc2CC1C (stereo not drawn),-3,-2,-9,-3,6,-2,2,3,-8,0
O=C(OCc1ccccc1)C1=NNC2C(=O)N(c3ccccc3)C(=O)C12 (stereo not drawn),3,4,12,2,2,6,4,-6,-5,-5
COCCCN1C(=O)C(=O)/C(=C(/O)c2ccc(OC(C)C)cc2)C1c1ccc(O)c(OC)c1 (stereo not drawn),.,2,19,-2,-4,0,-2,-1,-9,-7
CCN(CC)CC#CC(O)(c1ccccc1)c1ccccc1,2,-2,14,-1,.,-3,3,-1,-4,.
Cc1nc2ccccn2c1/C(O)=C1\C(=O)C(=O)N(CCCN(C)C)C1c1ccc(F)cc1 (stereo not drawn),.,.,.,-2,.,.,-2,1,-16,.
Cc1ccc(S(=O)(=O)c2c(C)nn(-c3ccccc3)c2OC(=O)c2ccc(Br)o2)cc1,-2,.,.,0,.,.,-4,-3,-8,.
N#CC(C#N)=C1C(=O)N(CCN2CCOCC2)c2ccccc21,-1,-1,-26,3,-6,17,6,2,-14,3
CC1=C(C(=O)Nc2ccccn2)C(c2cccnc2)n2nnnc2N1 (stereo not drawn),-3,1,-4,-4,2,-1,2,0,-48,-6
O=C(N/N=C\c1c(F)c(F)c(F)c(F)c1F)c1ccc(-c2ccccc2)cc1,-1,3,10,3,-5,-15,-5,0,-12,-10
Cc1sc(NC(=O)CSc2nnc(C)c(=O)[nH]2)c(C#N)c1C,14,1,-26,-2,4,-6,-5,-2,23,17
Cc1ccn2c(NC(=O)c3ccco3)c(-c3ccccc3)nc2c1,-1,-1,-8,-3,-2,-4,2,2,-20,-15
CNC(=O)c1c(NC(=O)c2ccc(S(=O)(=O)N3CCCCC3)cc2)sc2c1CCN(C(C)C)C2,5,-2,1,1,-3,-7,-3,0,-34,12
O=C1CCCN1c1nccs1,-3,10,2,0,-4,1,4,-4,-4,-13
O=C(CSc1nnnn1C1CCCC1)Nc1cccc(NC(=O)c2ccco2)c1,1,0,4,5,-5,2,5,-6,-10,2
CC(/C=C/c1ccccc1)=N\NC(=O)c1cc(C)[nH]n1,-3,-11,-12,3,-1,5,3,-1,-8,-8
Cc1ccc(O)c(-c2cc(C(=O)NCc3ccncc3)[nH]n2)c1,9,-4,7,-4,22,9,-6,3,-2,49
NC1=NC(c2ccc(Cl)cc2)n2c(nc3ccccc32)N1 (stereo not drawn),17,-5,3,-1,4,.,-5,0,14,-17
CC(=O)N/C(=N\c1nc(C)cc(C)n1)Nc1ccc(Cl)cc1Cl,4,-1,-1,1,6,6,-4,-1,-2,21
CC(=O)c1sc(C(C)(C)C)cc1NC(=O)/C=C/C(=O)O,-8,0,10,1,-4,1,-1,-4,-4,-8
Cc1ccc(NC(=O)CCCn2c(=O)oc3ccccc32)c(O)c1,2,-1,-16,-1,5,-10,-5,2,-43,7
O=C(N/N=C/c1cc(Cl)cc([N+](=O)[O-])c1O)c1cc(-c2ccccn2)nc2ccccc12,7,-6,-4,-2,-24,16,0,-1,1,-26
COc1cccc(CN2C(=O)CCC2(C)C(=O)NCCc2ccc(OC)c(OC)c2)c1 (stereo not drawn),-1,3,1,0,-1,6,2,-2,-17,-18
O=c1[nH][nH]c(-c2ccccc2)c1C=Nc1ccc(OC(F)(F)F)cc1,-1,-3,-16,4,-17,-7,-2,35,-7,6
Cc1cc(C)n(CC(O)COc2ccc(Cl)cc2)n1 (stereo not drawn),6,2,-17,-7,25,4,-4,-1,-21,50*
Cc1ccc(N=N/C(=C\O)C(=O)c2ccc(Cl)cc2)cc1,-5,0,9,3,-64*,6,8,2,-18,-64
CN(C(=O)Cc1ccccc1)n1cnnc1,1,-4,15,7,5,-1,-2,0,-4,24
# Next part:
SMILES,DYRK1A inh,GSK3beta inhib,aSyn 5UTR inh,HSP90 refold inh,HSF1 inhib,Platelet DG rel,IEC-6 tox,GSK3 alpha inh,KLF5 inhibitor,HSF1 activator
CC(NC(=O)c1ccccc1F)c1nnc(SCC(=O)N2CCN(c3ccccc3)CC2)n1C (stereo not drawn),-2,1,9,2,-5,2,-2,-1,-13,-3
N/C(Cc1ccc(Cl)c(Cl)c1)=N\OC(=O)c1ccc(Br)o1,-4,-4,8,-2,6,1,-4,-1,-34,25
O=C(NC(=S)Nc1ccccc1N1CCCC1)c1ccccc1Br,14,3,21,-1,0,-6,1,1,-22,4
CC1CN(C(=O)c2ccccc2)OC(c2ccc3c(c2)OCO3)O1 (stereo not drawn),1,2,17,6,4,13,2,-5,-6,-10
COc1ccc(CP(=O)(c2ccccc2)c2ccccc2)cc1,-5,0,-3,9,-4,3,-2,-1,-4,-4
COc1ccc(CN(C)C(=O)c2ccc3c(=O)n4c(nc3c2)CCC4)cc1,-3,-2,2,4,-3,-6,2,-1,-23,8
Cc1ccc(/C=c2\sc3nc(-c4ccco4)nn3c2=O)o1,1,-1,-15,3,-7,0,-11,2,-10,5
O=C(OCC(=O)N1CCN(c2ccccc2)CC1)c1ccc(Cl)nc1,0,5,-4,.,2,-4,.,-1,.,8
COc1ccc(CC(=O)Nc2nncs2)cc1OC,-4,2,26,-1,.,3,0,-1,-25,.
N#CCCCSc1nnnn1-c1cccc(Cl)c1,13,0,31,-2,-2,-2,-3,6,-2,-18
Cc1ccc(C2(c3noc(CN(C)CCCN4CCOCC4)n3)CCCC2)cc1,.,0,-6,1,5,5,-4,1,-17,3
CC1CCCC(NC(=O)CSC2CCCCC2)C1C (stereo not drawn),-8,5,-20,1,-4,-8,8,-3,-16,6
O=C(O)c1ccc(-c2cccc([N+](=O)[O-])c2)o1,4,-1,-2,3,6,4,-2,-1,12,-1
CCOC(=O)C(=O)Nc1nnc(COc2ccccc2)s1,.,7,4,3,1,4,-4,-3,10,-12
